From PubChem
INS promoter inh = TRM-6 insulin promoter activity inhibition. TRM-6 cells (human fetal islet line), insulin promoter-eGFP reporter, imaging; reporter expression induced with tamoxifen. inhibition, % at 2 µM. hit rate 0.9% among 130,000;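 active means inhibition above the mean plus 3 SD, with well images judged a real hit on visual review, cut at about 60% in these data, passing the limit was not always enough; inconclusive means inhibition over the cutoff but images rejected on review; inactive means inhibition not above the cutoff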
SDO1 yeast rescue = restores growth of sdo1-depleted yeast; S. cerevisiae sdo1-depleted JHY4D growth rescue, OD600 30 h; stronger effect = higher value; pdr5 snq2 efflux-pump mutant strain; hit rate 0.21% among 140,000; z-score at 10 µM;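 active means z-score above 3 at both the 24 hr and the 30 hr optical density reads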;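 further: z-score against mean and SD of all compound wells on the same plate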
SDO1 yeast rescue Rescue 24 h = further read-out of SDO1 yeast rescue, marked with its call; z-score; S. cerevisiae sdo1-depleted JHY4D growth rescue, OD600; measured here: growth rescue at 24 h;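 0 is the plate mean of compound wells and units are plate SD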
Active calls of the source: *; ? = inconclusive; · = no result given; & = joins results of further samples. Outcome played no part in choosing rows; 0.91% or so of the library scored in one or more.

SMILES	INS promoter inh	SDO1 yeast rescue	SDO1 yeast rescue Rescue 24 h
CC(C)(C)c1nnc2sc(SCC(=O)c3ccccc3)nn2c1=O	5.7	-0.22	0.2
CC1=CC(=O)C=CC1(C)C(Cl)(Cl)Cl (stereo not given)	-2.3	1.62	0.61
Cc1ccc(S(=O)(=O)Nc2ccc3c(c2)ncn3C(C)(C)C)cc1	-36.4	0.8	2.17
CC(=O)Nc1ccc(S(=O)(=O)NCC(=O)OCC(=O)NC23CC4CC(CC(C4)C2)C3)cc1	25.9	0.83	0.45
CN1CCc2cccc3c2[C@H]1Cc1ccc(O)c(O)c1-3	4.5	0.38	1.21
Cc1cc(C#N)c(C)n1-c1cc(S(=O)(=O)N2CCOCC2)ccc1N1CCCC1	11.4	-1.02	-0.57
O=C(Nc1ccccc1F)Nc1cc(S(=O)(=O)N2CCOCC2)ccc1N1CCCC1	-13.3	·	·
CN(C)CCNC(=O)/C(=C/c1ccc(-c2ccc(Cl)cc2Cl)o1)NC(=O)c1ccccc1	-53.6	0.04	0.08
COc1cccc(-c2cc(C(=O)N3CCCc4ccccc43)no2)c1	14.3	-0.99	-0.43
Cc1occc1C(=O)Nc1cccc(C(=O)O)c1	-21.7	0.62	-0.27
CCOC(=O)c1c(NC(=O)CSc2nnc(CNC(=O)c3ccco3)n2C)sc2c1CCC2	0.0	-0.86	-1.22
CCn1c(COc2ccccc2)nnc1SCC(=O)CC(=O)Nc1ccccc1OC	12.1	0.44	0.24
CN(c1ncc(C(F)(F)F)cc1Cl)N1C(=O)C2ONC3(C(=O)CC(C)(C)CC3=O)C2C1=O (stereo not given)	-36.4	·	·
CCn1cc(C(=O)N2CCN(C3CCCCC3)CC2)c2cc(OC)c(OC)cc2c1=O	·	-0.66	-0.76
Cn1c(=O)c2c(nc(N3CCCCCC3)n2Cc2cccc3ccccc23)n(C)c1=O	·	-2.09	-1.29
COc1ccccc1N1CCN(C(=O)c2ccc(S(=O)(=O)N3CCCC3)cc2)CC1	27.3	-0.83	-0.38
COc1cc(/C=N/NS(=O)(=O)c2ccc(C)cc2)ccc1OCc1cccc(C(=O)O)c1	20.0	·	·
Cc1cc(C)cc(-n2nnnc2SCC(=O)N2CCOCC2)c1	-37.5	0.68	0.24
COc1ccc(S(=O)(=O)N2CCN(S(=O)(=O)c3ccc4c(c3)OCCO4)CC2)cc1	·	0.31	2.19
Cn1cccc1P(=O)(c1cccn1C)c1cccn1C	·	-0.85	-0.88
[O-]/[N+](=C\c1ccncc1)c1ccccc1	·	0.68	1.22
COc1ccc(Cn2c(SC)nc3ccccc32)cc1[N+](=O)[O-]	·	-0.6	-0.29
Cc1cc(C)n(-c2nc(NC(C)(C)C)nc(NC(C)(C)C)n2)n1	-21.2	-1.8	-1.42
CCOC(=O)CSc1nc(C)c2ccccc2n1	78.6*	0.04	-0.33

5 neighbouring compounds out of the list so far, quoted:
SMILES	INS promoter inh	SDO1 yeast rescue	SDO1 yeast rescue Rescue 24 h
Cn1cccc1P(=O)(c1cccn1C)c1cccn1C	·	-0.85	-0.88
[O-]/[N+](=C\c1ccncc1)c1ccccc1	·	0.68	1.22
COc1ccc(Cn2c(SC)nc3ccccc32)cc1[N+](=O)[O-]	·	-0.6	-0.29
Cc1cc(C)n(-c2nc(NC(C)(C)C)nc(NC(C)(C)C)n2)n1	-21.2	-1.8	-1.42
CCOC(=O)CSc1nc(C)c2ccccc2n1	78.6*	0.04	-0.33

New compounds follow:
SMILES	INS promoter inh	SDO1 yeast rescue	SDO1 yeast rescue Rescue 24 h
CCOc1cc(/C=C(\C#N)C(N)=O)ccc1OCc1c(C)no[n+]1[O-]	41.2	·	·
CCOC(=O)CNC(=O)C(NC(=O)C1CCC(C)CC1)C(C)CC (stereo not given)	·	-0.26	-0.84
CCC(C)(C)NC(=O)C1CCCN1C(=O)NC1CCCCC1 (stereo not given)	-71.4	·	·
CCn1nnnc1SCC(=O)Nc1cccc(C)n1	-31.2	1.32	1.71
C=CCN(C(=O)COc1ccccc1)c1nnc(-c2ccncc2)s1	-60.0	-0.23	-1.49
COc1ccccc1NC(=O)c1cc(Cl)ccc1NC(=O)c1ccco1	?	-0.54	-0.27
COc1cnc(-c2ccccn2)nc1Sc1cccc(Cl)c1	·	-1.64	-0.55
COc1ccc(C2COC(=O)C2=N)c(NC(=O)c2ccccc2)c1 (stereo not given)	24.1	0.08	-0.2
CCCCN1CC(C(=O)NC2CCCCC2)CC1=O (stereo not given)	-41.9	0.64	0.23
COc1ccc(/C=C(\C#N)C(=O)N=CN(C)C)cc1	45.5	·	·
CS(=O)(=O)N1N=C(c2ccco2)CC1c1ccccc1 (stereo not given)	·	0.25	-0.25
O=C(O)C1C2C=CC3(CN(Cc4ccncc4)C(=O)C13)O2 (stereo not given)	3.1	0.62	0.47
COc1ccccc1NC(=O)C/C(C)=N/NC(=O)COc1c(Br)cc(Br)cc1OC	-5.9	·	·
Cc1ccc([N+](=O)[O-])c(OCC(=O)OCC(=O)c2ccccc2)c1	·	1.22	0.98
CCC(=O)N1CC23C=CC(CC2CC12CCCCC2)O3 (stereo not given)	·	-0.44	-0.69
FC(F)(F)c1cccc(-c2ccc(/C=N/Nc3nncc(-c4ccccc4)n3)o2)c1	55.6	·	·
CCNC(=S)N1CCC(NC(=O)c2ccco2)CC1	47.8	·	·
N=c1ccn(CC(=O)NC(N)=O)c2ccccc12	-4.7	0.19	-0.02
Cc1cccc(Cn2cccc2/C=C2/C(=N)N3C=CSC3=NC2=O)c1	12.5	-0.9	0.72
O=C(Nc1ccc(S(=O)(=O)Nc2nccs2)cc1)c1ccc(S(=O)(=O)N2CCOCC2)cc1	-21.1	0.53	-0.03
CSc1nncc(/C(C)=N/O)n1	25.7	0.77	0.71
CC1=C(C(=O)OCCOC(C)C)C(c2cc3c(cc2Br)OCO3)CC(=O)N1 (stereo not given)	-100.0	1.68	2.04
CCCCNC(=O)Nc1ccc(Br)cn1	·	0.25	-0.18
COc1ccc(S(=O)(=O)NN(C)c2nc(C(F)(F)F)nc3ccccc23)cc1	0.0	·	·
CN(CCCNC(=O)c1cccn2c(=O)c3ccccc3nc12)Cc1ccccc1	·	0.08	-0.62
Cc1nnc(NC(=O)CSc2nnc(C)n2-c2ccc(F)cc2)s1	27.3	·	·
COc1ccccc1N1CCN(C(=O)Cn2nc3n(C)c4ccccc4n3c(=O)c2=O)CC1	25.0	·	·
COc1ccc(CCn2nnnc2C(CC(C)C)N2CCC(C(N)=O)CC2)cc1OC (stereo not given)	·	1.44	1.26
Cn1cnnc1SCC(=O)c1ccc2c(c1)CCCC2	·	1.05	1.05
CC1(C(=O)CSc2nc3ccccc3[nH]2)CCC(=O)O1 (stereo not given)	-20.0	0.39	-0.07
O=C(O)CCc1ccc(-c2cccs2)n1NC(=O)c1ccc(O)cc1	-77.1	-0.03	-0.03
O=C(Cc1cc(=O)[nH][nH]1)N/N=C/c1ccccc1Cl	18.8	0.49	0.38
c1ccc(CNc2ncnc3nc[nH]c23)cc1	22.2	0.15	-0.38
Cn1c(=O)cc(OCCCC(=O)N2CCN(Cc3ccc4c(c3)OCO4)CC2)c2ccccc21	0.0	-0.99	-0.59
COc1ccc(NC(=O)Cn2c(=O)n(CC(=O)NCc3ccco3)c(=O)c3ccccc32)cc1OC	11.5	0.47	0.14
CCCN1C(=O)/C(=C/c2ccc(C)s2)SC1=Nc1ccc(OC)cc1	·	0.02	1.39
Cc1ccc(-n2nnnc2SCC(=O)c2cc(C)n(-c3cc(C)on3)c2C)cc1	13.8	-0.51	0.56
COc1ccccc1-c1cc(N)n(S(=O)(=O)c2ccc(F)c(C)c2)n1	·	-0.33	-0.29
Cc1ccnc(NS(=O)(=O)c2ccc(NC(=O)Cc3ccccc3)cc2)n1	23.3	0.58	0.14
O=C(Nc1ccc(Cl)cc1)OCc1cn(-c2ccc(Cl)cc2)nn1	·	-0.76	-1.03
Cc1ccc(C(=O)Oc2coc(CSc3nnc(NC(=O)c4cccs4)s3)cc2=O)cc1	44.0	1.59	2.63
O=S(=O)(c1ccccc1)N(Cc1nc(-c2ccccc2)no1)C1CCCCC1	-25.8	-1.21	-1.41
CCOc1ccc(NC(=S)N2CCN(CCN3C(=O)c4cccc5cccc(c45)C3=O)CC2)cc1	-33.3	·	·
CC(C)(C)C1=CC(=Nc2ccccc2N)C=C(C(C)(C)C)C1=O	-13.8	1.16	0.36
Cc1ccc2nsnc2c1S(=O)(=O)N(Cc1ccco1)Cc1cc2ccc(C)c(C)c2[nH]c1=O	·	-0.8	-0.97
COc1ccc(C2CC(c3ccccc3)=NN2S(=O)(=O)c2ccc(C)cc2)c(OC)c1 (stereo not given)	-61.5	-0.63	-0.4
CC(=O)Nc1cccc(OC(=O)N2CCOCC2)c1	10.3	-0.62	0.17
COc1ccccc1N1CCN(c2nc(C)nc3c2oc2ccccc23)CC1	·	-2.32	-1.39
CCS(=O)(=O)N1CCCC(C(=O)NCc2ccccc2Cl)C1 (stereo not given)	47.6	0.7	0.62
O=C(Nc1ccc(F)cc1)Nc1ccc(N2CCCC2)c(S(=O)(=O)Nc2ccccc2Cl)c1	25.0	-0.3	0.57
CN(C)S(=O)(=O)c1ccc(-c2ccccc2)cc1	53.3	-0.24	-0.42
Cc1c(NS(=O)(=O)c2ccc3c(c2)n(C)c(=O)n3C)c(=O)n(-c2ccccc2)n1C	42.9	-0.28	-0.28
Fc1ccc(-c2ccnc(=S)[nH]2)cc1	-12.5	0.58	0.63
Cc1ccc(S(=O)OCC(=O)Nc2cc(Cl)ccc2N2CCOCC2)cc1 (stereo not given)	7.1	·	·
CCOC(=O)N1CCN(c2nc(=S)n(-c3ccccc3)c(C)c2C(C)=O)CC1	·	1.22	1.43
COc1ccc(-c2cc(=O)c3cc(OC)c(OC)cc3[nH]2)cc1	33.3	0.15	-0.29
CC(C)Oc1ccc(Br)cc1/C=N\NC(N)=S	-26.7	-1.25	-0.69
NC(=O)CC[C@@H]1NC(=O)[C@@H]2CCCN2C(=O)c2cc([N+](=O)[O-])cc(I)c2NCCC[C@@H](C(=O)NC(CC(=O)O)C(N)=O)NC1=O (stereo not given in full)	22.7	0.74	-0.16
COc1ccc(/C=N/NC(=O)c2snnc2C)c(OC)c1OC	66.7	·	·
O=[N+]([O-])c1ccc(Nc2ccc(F)cc2)nc1	·	1.42	1.59
Later entries.
SMILES	INS promoter inh	SDO1 yeast rescue	SDO1 yeast rescue Rescue 24 h
Cc1nc2ccc(Cc3ccc4nc(C)[nH]c4c3)cc2[nH]1	54.3	0.5	-0.3
Nc1ccc(C(=O)OCC(=O)N2CCc3ccccc3C2)cc1[N+](=O)[O-]	5.4	-0.63	-0.46
CCn1c(Cc2ccccc2)nnc1SCC(=O)Nc1ccc2c(c1)OCCO2	-6.5	-0.19	-0.11
O=C(CSc1ncnc2sc3c(c12)CCCC3)N1CCC(c2noc3ccc(F)cc23)CC1	-27.0	-0.68	-0.7
C=CCOc1ccc2ccccc2c1/C=N/O	-37.5	-1.24	-0.72
COc1ccc(-c2cc(C(=O)N3CC4(C)CC3CC(C)(C)C4)no2)cc1 (stereo not given)	-39.0	-0.39	-0.61
CCCOC(=O)Cc1n[nH]c(=O)[nH]c1=O	·	0.23	0
Cn1c(=O)c2c3c(sc2n2c(SCC(N)=O)nnc12)CC(C(C)(C)C)CC3 (stereo not given)	18.8	-0.23	-0.6
O=C(C1COc2ccccc2O1)N1CCN(c2ccccc2F)CC1 (stereo not given)	57.1	3.15*	3.05*
CCC(=O)N1CCN(c2ccc(NC(=O)c3cc4ccccc4o3)cc2)CC1	-246.2	-0.99	-0.7
COCCNCC(=O)C12CC3CC(CC(C3)C1)C2	33.3	1.75	-0.1
Nc1ccc(S(=O)(=O)c2cccc(N)c2)cc1	-6.3	-0.23	0.49

Complete entries, looked up by structure:
Profile of CCCOC(=O)Cc1n[nH]c(=O)[nH]c1=O = INS promoter inh: ·; SDO1 yeast rescue: 0.23; SDO1 yeast rescue Rescue 24 h: 0
Profile of Nc1ccc(S(=O)(=O)c2cccc(N)c2)cc1 = INS promoter inh: -6.3; SDO1 yeast rescue: -0.23; SDO1 yeast rescue Rescue 24 h: 0.49
Profile of CCn1c(Cc2ccccc2)nnc1SCC(=O)Nc1ccc2c(c1)OCCO2 = INS promoter inh: -6.5; SDO1 yeast rescue: -0.19; SDO1 yeast rescue Rescue 24 h: -0.11

Carrying on:
SMILES	INS promoter inh	SDO1 yeast rescue	SDO1 yeast rescue Rescue 24 h
COc1ccc2nc3oc(C(=O)N4CCC(C(N)=O)CC4)cc3cc2c1	-8.3	0.24	-0.39
CCOc1ccc(NC(=O)CN2C(=O)COc3ccc(Cl)cc32)cc1	·	-0.93	0.05
CC(=O)C1=C(c2cccc([N+](=O)[O-])c2)N(C(C)=O)n2c(C)nnc2S1	-13.3	·	·
COC(=O)c1[nH]c2cccc(C)c2c1NC(=O)CN1CCCc2ccccc21	-67.9	-1.09	-0.19
Cc1cc(C(=O)N/N=C/c2ccco2)c2ccccc2n1	-3.5	1.08	1.01
CCOc1ccc(Oc2c(/C=N/NC(=O)COc3ccccc3OC)c(C)nn2-c2ccccc2)cc1	-46.7	0.45	0.37
O=C1c2ccccc2C(=O)N1CCC(c1ccc(F)cc1)c1ccco1 (stereo not given)	-56.2	0.42	1.04
CC1CC1C(=O)OCC(=O)NCc1ccccc1Cl (stereo not given)	30.3	1	0.58
CCCCCn1c(CNC(=O)COC)nc2ccccc21	·	1.96	2.38
CCN(Cc1ccccc1)C(c1ccc(Cl)cc1)c1nnnn1C(C)(C)C (stereo not given)	34.1	0.18&0.39	0.76&0.66
CCCCn1c(SCc2nc3ccccc3s2)nc2ccccc2c1=O	·	-0.95	0.79
